# hIAP inh: human IAP inhibition; purified IAP, CDP-Star luminescence, 30 min; 330,000 tested, 0.12% active; AID 2544; inhibition, % at 10 µM; P09923;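 active means inhibition reaching a set limit with compound at 10 µM in the primary screen, cut at about 35% in these data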;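 further: plate controls were DMSO wells with enzyme for no effect and no-enzyme buffer wells for full effect; values of inactives mirror those of a sister screen read the other way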
# Target sequence (P09923 whole entry, looked up): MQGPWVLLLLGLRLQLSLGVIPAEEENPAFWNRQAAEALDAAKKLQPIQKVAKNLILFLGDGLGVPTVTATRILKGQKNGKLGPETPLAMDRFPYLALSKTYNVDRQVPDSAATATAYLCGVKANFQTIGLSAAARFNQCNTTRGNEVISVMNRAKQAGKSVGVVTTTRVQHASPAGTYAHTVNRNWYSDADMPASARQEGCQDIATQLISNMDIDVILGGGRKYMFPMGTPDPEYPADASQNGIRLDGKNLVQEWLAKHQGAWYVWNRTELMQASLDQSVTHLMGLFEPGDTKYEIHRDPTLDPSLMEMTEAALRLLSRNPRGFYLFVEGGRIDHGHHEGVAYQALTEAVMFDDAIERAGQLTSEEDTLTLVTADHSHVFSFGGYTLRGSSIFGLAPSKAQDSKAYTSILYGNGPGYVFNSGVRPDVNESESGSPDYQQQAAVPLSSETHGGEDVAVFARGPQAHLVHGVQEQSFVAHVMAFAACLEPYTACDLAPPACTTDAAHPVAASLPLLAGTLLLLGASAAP
# mIAP activ: increases mouse intestinal alkaline phosphatase activity | muIAP, CDP-Star luminescence, 30 min; stronger effect = higher value; 1 = vehicle-only enzyme signal, 0 = enzyme-free wells | 330,000 tested, 0.24% active | activation factor at 10 µM | AID 2805;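 active means activation factor of at least 2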; further: the source names both 10 and 20 µM as test concentration; values of inactives mirror those of a sister screen read the other way
#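 Assay system: mouse IAP enzyme; reagent: chemiluminescent substrate CDP-Star; dosing: test compounds delivered from DMSO solution; schedule: 30 min at room temperature; measured by: luminescence from enzymatic CDP-Star hydrolysis; controls: DMSO-only wells and no-enzyme negative control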
# A3A deaminase: human APOBEC3A DNA deaminase inhibition. P31941. recombinant A3A, FAM/TAMRA ssDNA deamination fluorescence. inhibition, % at 20 µM. 330,000 tested, 0.41% active;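 active means at least 40% inhibition at 20 µM here, with at most 30% in a related deaminase screen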;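 further: plate controls were A3A with DMSO for no effect and wells lacking A3A enzyme for full effect; some results filed as inactive read as strong as hits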
# Target sequence (P31941 whole entry, looked up): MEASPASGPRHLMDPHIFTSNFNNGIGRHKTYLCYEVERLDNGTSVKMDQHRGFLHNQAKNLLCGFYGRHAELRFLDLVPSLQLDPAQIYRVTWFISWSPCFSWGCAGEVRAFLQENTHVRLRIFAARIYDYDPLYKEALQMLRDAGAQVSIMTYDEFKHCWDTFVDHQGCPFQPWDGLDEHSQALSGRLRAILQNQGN
# A3G deaminase: inhibitors of human APOBEC3G DNA deaminase | recombinant A3G, ssDNA deamination FAM/TAMRA fluorescence | inhibition, % at 20 µM | 330,000 tested, 0.28% active;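 active means inhibition of at least 40% at 20 µM, with no more than 30% in the related APOBEC3A deaminase screen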;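 further: plate controls were DMSO wells with A3G for no effect and wells lacking A3G enzyme for full effect; some compounds called inactive have numbers as strong as hits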
# mIAP block: mouse IAP inhibition; inhibition, % at 10 µM; 330,000 tested, 0.2% active; AID 2806; purified mouse IAP, CDP-Star luminescence, 30 min;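 active means inhibition of at least 40% at 10 µM in the primary screen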;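 further: plate controls were DMSO with enzyme for no effect and no enzyme wells for full effect; values of inactives mirror those of a sister screen read the other way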
# hIAP act: increases human intestinal alkaline phosphatase activity; purified human IAP, CDP-Star luminescence, 30 min; stronger effect = higher value; 1 = vehicle-only enzyme, 0 = enzyme-free background; activation factor at 10 µM; 330,000 tested, 0.16% active; AID 2524;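 active means activation factor of the enzyme at least 2-fold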; further: the source names both 10 and 20 µM as test concentration; values of inactives mirror those of a sister screen read the other way
# MPTP inh: blocks calcium-induced mitochondrial swelling. isolated mouse mitochondria, Ca2+ swelling absorbance, 30 min. inhibition, % at 10 µM. 360,000 tested, 1.4% active. AID 602449;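 active means inhibition of 50% or more, scaled per plate between neutral and stimulator controls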;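 further: 0% = DMSO wells given calcium and 100% = 1 mM EGTA wells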
# beta cell repl: inducers of beta-cell replication in MIN6 cells; MIN6 cells proliferation, ATPlite luminescence, 48 h; cells starved in 0.2% serum; 100% = growth in 10% serum; proliferation, % at 10 µM; 330,000 tested, 0.29% active; AID 2380;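 active means compounds whose signal lies at least 3.5 SD above the mean of all wells on their plate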;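 further: 0% = DMSO-treated cells in low-serum medium and 100% = 10% serum control; some compounds called inactive have numbers as strong as hits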
# NR3A LBD binder: NR3A (human) ligand-binding domain modulation | Tm shift relative to glycine control, % at 25 µM | NR3A LBD differential scanning fluorimetry, Tm shift; 0% = protein alone, 100% = glycine-bound protein | 340,000 tested, 2.5% active;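 active means melting temperature shift of at least 10% of the positive control shift, at one fixed dose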
# * hit, by the source's call; / = no result given.
SMILES,hIAP inh,mIAP activ,A3A deaminase,A3G deaminase,mIAP block,hIAP act,MPTP inh,beta cell repl,NR3A LBD binder
O=C(NCCC1=CCCCC1)C(c1ccccc1)c1ccccc1,-9,1.2,0,-1,-17,1.1,4.8,-5,0
CCC(C)(C)NC(=O)CN(C(=O)c1snc(C(N)=O)c1N)c1ccc2nc(C)sc2c1,-4,0.92,1,-2,8,1,-0.1,0,-1
O=C(Nc1ccccc1N1CCOCC1)c1ccc([N+](=O)[O-])o1,10,0.94,7,8,6,0.9,1.6,-6,19*
COc1cc2[nH]c3c(c2cc1OC)CCN1CCCC[C@@H]31,14,0.99,3,-7,1,0.86,1.3,0,0
CCNC(=S)N/N=C/c1sc(N2CCCCC2)nc1-c1cccs1,4,0.78,-4,-7,22,0.96,0.8,-6,-4
COc1ccc(N(CC(=O)NC2CC3CCC2C3)S(=O)(=O)c2ccccc2)cc1Cl (stereo not given),-13,1.1,3,1,-6,1.1,-0.4,-3,0
CNC(=O)C12CC3CC(C1)CC(c1ccc(C)cc1)(C3)C2,19,1,-3,-8,0,0.81,0.2,3,0
Clc1cccc(C2=NOC(c3nnc(-c4ccccc4)o3)C2)c1 (stereo not given),-9,0.98,-9,-12,2,1.1,-0.7,-4,1
Cc1ccc(/C=N/NC(=O)CNC(=O)COc2ccccc2)cc1,8,0.95,-1,-8,5,0.93,-0.2,3,1
CC1CCN(CC(=O)Nc2ccc3c(c2)OCO3)CC1,-15,0.94,11,-11,6,1.2,-1.1,-1,-1
COc1ccccc1-n1cc(-c2ccccc2)c2c(=S)nc[nH]c21,-16,0.98,-9,-1,2,1.2,0.6,-6,-4
CCOC(=O)CSc1nc2cc(C(=O)OC)ccc2c(=O)n1CCN1CCOCC1,8,0.96,-5,-5,4,0.92,0.4,-4,-2
CSc1nc2[nH]ncc2c(=O)[nH]1,2,0.97,-7,-7,3,0.98,-0.2,1,-2
CCCCNc1nc(Cl)nc(Nc2ccc(C)cc2)n1,1,1,0,2,-3,0.99,1.3,1,-1
Oc1cccc(/C=N/N=C/c2cccc(O)c2O)c1O,-101,0.64,-5,-2,36,2*,2.6,-5,-2
CC(Sc1nc(N)cc(=O)[nH]1)C(=O)Nc1sc2c(c1C#N)CCCC2 (stereo not given),-13,0.94,-2,-8,6,1.1,76*,-3,-2
Cc1ccc(NC(=S)N/N=C/c2c(C)[nH]c3ccccc23)cc1,-14,0.94,-1,1,6,1.1,2.8,-5,22*
CC(=O)Oc1ccc2c(=O)c(-c3ccccc3)c(C)oc2c1,14,0.94,-2,-8,6,0.86,-2.1,-3,-3
CCC1(C)Cc2ccccc2-c2nc(NCCCO)n(-c3ccccc3)c(=O)c21 (stereo not given),-1,1,0,4,-2,1,2.8,4,0
COCCCNC(=O)/C=C/c1ccc(OCc2c(F)cccc2Cl)cc1,2,1,2,16,0,0.98,-1.6,-2,-1
COc1cc(C(=S)N2CCOCC2)ccc1OC(=O)c1ccc([N+](=O)[O-])cc1[N+](=O)[O-],-6,0.96,2,0,4,1.1,-0.3,-1,2
COc1ccc(C2(C(F)(F)F)NC(=O)N(C)C(=O)N2C)cc1 (stereo not given),12,0.91,13,-2,10,0.89,-2.5,1,0
O=S(=O)(Nc1ncnc2sccc12)c1cccc(F)c1,-24,0.87,4,-3,13,1.2,1.4,-5,-1
COc1ccc(NC(=O)NCCCN2CCCCC2C)cc1 (stereo not given),3,1,0,-3,-3,0.97,-1.0,0,3
CS(=O)(=O)N(CC(=O)NCCSCc1ccccc1)c1ccccc1Cl,-11,1,-4,-2,0,1.1,-1.2,4,1

# (further entries)
SMILES,hIAP inh,mIAP activ,A3A deaminase,A3G deaminase,mIAP block,hIAP act,MPTP inh,beta cell repl,NR3A LBD binder
Cc1oc2c(C)c3oc(=O)c(CCC(=O)N4CCC(C(=O)NCCC(=O)O)(c5ccccc5)CC4)c(C)c3cc2c1C,-28,0.96,0,-5,4,1.3,-2.6,0,5
CC(C)(C)OC(=O)N[C@@H](Cc1ccccc1)C(=O)NCC1CCC(C(=O)O)CC1 (stereo not given in full),-4,0.89,2,0,12,1,-0.4,0,2
O=C(Nc1cc(N2CCOCC2)ncn1)c1ccccc1,9,1.1,4,2,-7,0.91,3.2,-2,-1
COc1cccc(C2C(C#N)=C(N)Oc3cc(C)oc(=O)c32)c1OC (stereo not given),3,0.98,-2,-2,2,0.97,-0.2,2,-4
O=C(Nc1cc(Cl)ccc1N1CCOCC1)c1ccc(Br)o1,-12,0.88,-4,-10,12,1.1,-0.2,-1,3
CC(C)C1OC(c2cccc(NC(=O)c3cccs3)c2)OCC1(C)C (stereo not given),2,1.1,-5,6,-11,0.98,5.3,-6,-2
CC1CCCC(NC(=O)CCn2c(=O)oc3ccccc32)C1C (stereo not given),2,1,-3,-4,-1,0.97,-0.9,0,-2
CN(C)/C=C/c1onc(-c2ccccc2Cl)c1C#N,16,0.91,-3,-5,9,0.84,1.4,-1,-4
Cc1ccc(S(=O)(=O)n2cccc2CO)cc1,3,0.95,-5,-4,5,0.97,0.3,4,-1
CN1CCN(CC(O)c2ccccc2)CC1 (stereo not given),13,1,1,1,-4,0.87,/,3,/
COc1ccc(C(=O)N[C@H](C(=O)NC2CCCCC2)C(C)C)cc1,16,0.97,-5,-7,3,0.84,0.3,-4,2
CSc1cccc(NC(=O)NNC(=O)C2CCN(S(=O)(=O)N(C)C)CC2)c1,-23,0.98,-1,-2,2,1.2,0.3,6,0
O=C1/C(=C\c2ccccn2)SC(=S)N1Nc1ncc(C(F)(F)F)cc1Cl,-2,0.82,-8,22,18,1,-3.2,-4,-5
COc1ccc(OC)c(NC(=O)CSc2nc(O)cc(=O)n2CC(C)C)c1,15,0.9,-5,-3,10,0.85,0.0,-4,-12
Cc1nnc(Sc2cc(C(=O)NCCCN(C)Cc3ccccc3)c3ccccc3n2)s1,8,1,-2,-9,-1,0.92,0.7,1,-7
CCSc1nnc(NC(=O)C2C3C=CC(C3)C2C(=O)O)s1 (stereo not given),7,1,6,1,-4,0.93,-1.6,-2,2
COc1ccc(/C(N)=N/O)c(OC)c1,-10,0.98,1,-1,2,1.1,0.6,0,3
Nc1ccccc1Nc1cc(-c2cccc(Cl)c2)nn1-c1ccccc1,17,0.98,1,0,2,0.83,-14,0,6
Cc1cccc(NC(=O)CCSc2ccccc2)c1C,-4,1,-1,4,-2,1,-0.1,-2,0
N#C/C(=C\c1cc([N+](=O)[O-])c(N2CCOCC2)cc1N1CCOCC1)c1nc2ccccc2[nH]1,12,0.92,1,-3,8,0.88,0.4,-2,-8
C=CCn1c(SCC(=O)N2CCCC2=O)nc2sc(CC)cc2c1=O,9,0.98,-3,-6,2,0.91,18,-3,-2
Cc1cc2cc(CNC(=O)c3ccc(S(=O)(=O)N4CCCCC4)cc3)ccc2n1C,22,0.7,-3,-10,30,0.79,1.8,-2,2
COC(=O)C(C)Sc1nc2c(cnn2-c2ccc(Cl)cc2)c(=O)[nH]1 (stereo not given),6,0.96,3,5,4,0.94,-0.9,-2,-6
Cc1cccc(N(C(=O)CCC(=O)Nc2cc(C)on2)C(C(=O)NC2CCCC2)c2cccnc2)c1 (stereo not given),11,1,1,-1,-2,0.89,0.1,0,-2
CCN(C[C@H]1N[C@@](Cc2ccccc2)(C(=O)OC)[C@H]2C(=O)N(C)C(=O)[C@@H]12)C(=O)Nc1ccccc1,-1,0.95,-6,-8,5,1,0.0,0,2

# Part of the list above, limited to NR3A LBD binder.
smiles	NR3A LBD binder
COc1ccc(OC)c(NC(=O)CSc2nc(O)cc(=O)n2CC(C)C)c1	-12
Cc1nnc(Sc2cc(C(=O)NCCCN(C)Cc3ccccc3)c3ccccc3n2)s1	-7
CCSc1nnc(NC(=O)C2C3C=CC(C3)C2C(=O)O)s1 (stereo not given)	2
COc1ccc(/C(N)=N/O)c(OC)c1	3
Nc1ccccc1Nc1cc(-c2cccc(Cl)c2)nn1-c1ccccc1	6

# Further structures:
SMILES,hIAP inh,mIAP activ,A3A deaminase,A3G deaminase,mIAP block,hIAP act,MPTP inh,beta cell repl,NR3A LBD binder
O=C(O)c1ccc(N2CCCS2(=O)=O)cc1,13,1,1,2,-4,0.87,-0.4,0,0
O=C1[C@H]2[C@@H](C(=O)N1c1cccc3ccccc13)C1(C(=O)c3ccccc3C1=O)N1CCC[C@@H]21,1,0.9,0,-3,10,0.99,0.1,0,-3
Cc1ccc(S(=O)(=O)N(C)C)cc1NC(=S)NNC(=O)C1CC1,-78,0.97,1,-6,3,1.8,-4.7,-2,2
Cc1[nH]n(-c2ccccc2)c(=O)c1C(=O)Nc1ccccc1,8,0.95,-3,-6,5,0.92,-0.5,0,-8
NNC(=O)C1CC1(c1ccccc1)c1ccccc1 (stereo not given),2,0.93,12,-3,7,0.98,5.7,1,5
Cc1cccc(C)c1NC(=O)c1cccnc1,4,1,-3,-6,0,0.96,-1.3,-2,0
Cc1ccc(C)c(Nc2nc(-c3cccnc3)cs2)c1,-1,0.95,-2,-5,5,1,-0.2,0,20*
O=C(c1ccccc1)c1cccc(NC(=O)c2ccc(Br)o2)c1,17,0.93,-3,-3,7,0.83,-1.4,0,-12
O=C(N/N=C1/CC2C=CCC12)c1ccco1 (stereo not given),-6,0.95,3,0,4,1.1,4.5,6,2
Cn1cc(C(=O)c2ccc(Cl)cc2Cl)cc1C(=O)N/N=C(\N)COc1ccc(F)cc1,-29,0.97,1,2,3,1.3,2.4,-5,-4
CC(C)(C)c1ccc(C(=O)OCC(=O)N2CCC(c3ccccc3)=N2)cc1,-17,1,-2,-5,0,1.2,-2.0,-6,0
O=C(Nc1cccc(-c2csc(-c3ccccc3)n2)c1)c1cccs1,12,0.95,-3,-7,5,0.88,6.9,-4,24*
COc1ccc(C(=O)Cn2c(NCCO)nc3ccccc32)cc1OC,-11,0.97,-1,-4,3,1.1,-0.8,-3,4
Cc1cc(C)cc(C(=O)OCC(=O)NCCNC(=O)COC(=O)c2cc(C)cc(C)c2)c1,-4,0.96,-4,-4,4,1,-0.4,1,1
COC(=O)c1c(NC(=O)CN2C(=O)NC3(CCC(C)CC3)C2=O)sc2c1CCC2 (stereo not given),0,1.1,-4,-8,-7,1,0.0,-3,1
Clc1cc(-c2ccc(/C=N/n3cnnc3)o2)ccc1Br,-22,0.93,-2,-3,7,1.2,1.5,0,-27
O=C(CC(c1ccccc1)c1cc(Br)ccc1O)N1CCCC1 (stereo not given),6,0.98,-3,-10,2,0.94,0.4,1,-1
O=C(NC(=S)NCCN1CCOCC1)c1ccccc1,14,1,-1,-1,-2,0.85,-0.5,3,0
CCOC(=O)[C@@H]1[C@H]2COc3ccccc3[C@@H]2N2C(=O)N(c3cccc(Cl)c3)C(=O)[C@@]12C,12,1.7,-2,-11,-69,0.89,88*,-5,5
CCc1noc(C)c1C(=O)Nc1ccc(C#N)cc1,-4,0.94,-3,-6,6,1,0.4,-1,1
Cc1cccc(N2C(=O)CC(Sc3ccccc3C(=O)O)C2=O)c1 (stereo not given),-6,0.95,-2,-5,5,1.1,-1.1,2,0
Cc1ccc(C)c(NC(=O)CSc2nnc(CCNC(=O)OC(C)(C)C)o2)c1,4,1,-1,-7,-2,0.96,-0.7,-2,-2
COc1ccc(OCC(=O)Nc2ccccc2N2CCCCC2)cc1,-14,1.1,2,-5,-13,1.1,-1.0,-7,-2
CCOc1ccccc1N1CCN(C(=O)NCc2ccc(Cl)cc2)CC1,-4,1.1,-4,-5,-13,1,-1.9,0,2
